Compound activity deposited in PubChem by several laboratories.
CF NFkB block = inhibitors of PAF-induced NF-kB signaling, primary screen, cell-based, GFP fluorescence, uHTS; 360,000 compounds, 0.86% hits; inhibition, % at 5 µM; KKLEB NF-kB-GFP reporter, GFP fluorescence overnight; AID 588850, 2011;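 active = at least 50% inhibition at 5 µM, scaled per plate between neutral and stimulator controls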;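 also: PAF is a Pseudomonas aeruginosa culture filtrate used as stimulus; plate controls were PAF-stimulated DMSO wells for no effect and unstimulated DMSO wells for full effect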
TWEAK Fn14 block = inhibitors of TWEAK-Fn14 signaling, primary screen, luciferase reporter cells, uHTS | 360,000 compounds, 2% hits | TWEAK-stimulated Fn14 reporter cells, luciferase luminescence, 8 h | inhibition, % at 10 µM; in the data active = inhibition above about 50%
LRH-1 inv ag = LRH-1 (NR5A2) inverse agonists, primary screen, cell-based, luminescence, HEK293T, StAR-luciferase reporter | Nuclear receptor subfamily 5 group A member 2 (Homo sapiens), O00482 | LRH-1 transfected, 24 h | inhibition, % at 3.6 µM | 360,000 compounds, 0.13% hits | AID 602396, 2012;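 active = inhibition above the mean inhibition of all tested compounds plus 3 SD, cut at about 73% in these data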;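 also: 0% = DMSO wells and 100% = reporter-only cells lacking LRH-1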
Target sequence (O00482 whole entry, looked up): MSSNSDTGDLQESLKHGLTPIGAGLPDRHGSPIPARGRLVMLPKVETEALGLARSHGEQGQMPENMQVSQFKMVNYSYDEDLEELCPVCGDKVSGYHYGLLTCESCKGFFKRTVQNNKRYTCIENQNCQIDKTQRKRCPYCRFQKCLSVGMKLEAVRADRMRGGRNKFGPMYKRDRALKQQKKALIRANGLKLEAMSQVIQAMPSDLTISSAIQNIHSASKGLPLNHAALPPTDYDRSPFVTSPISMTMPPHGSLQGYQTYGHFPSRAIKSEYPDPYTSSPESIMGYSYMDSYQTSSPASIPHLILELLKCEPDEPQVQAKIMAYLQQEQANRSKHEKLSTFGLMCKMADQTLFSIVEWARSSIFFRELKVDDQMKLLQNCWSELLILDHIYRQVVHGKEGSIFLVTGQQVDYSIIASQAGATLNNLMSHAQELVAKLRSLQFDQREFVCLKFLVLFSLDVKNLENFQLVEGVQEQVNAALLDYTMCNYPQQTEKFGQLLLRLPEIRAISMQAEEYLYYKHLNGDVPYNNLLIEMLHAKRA
COUP-TFII inh = NR2F2 transcriptional activity inhibitors, primary screen, cell-based, luciferase reporter, HEK293T, luminescence; COUP transcription factor 2 (Homo sapiens), P24468; HEK293T NGFI-A luciferase reporter; AID 686940, 2013; 370,000 compounds, 0.7% hits; inhibition, % at 8.6 µM;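 active = inhibition above a per-plate cutoff, mean inhibition of test wells between control levels plus 3 SD, cut at about 38% in these data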;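 also: cells cotransfected with COUP-TFII expression vector driving the NGFI-A reporter; 0% = median of COUP-TF2 test wells and 100% = reporter-only cells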
Target sequence (P24468 whole entry, looked up): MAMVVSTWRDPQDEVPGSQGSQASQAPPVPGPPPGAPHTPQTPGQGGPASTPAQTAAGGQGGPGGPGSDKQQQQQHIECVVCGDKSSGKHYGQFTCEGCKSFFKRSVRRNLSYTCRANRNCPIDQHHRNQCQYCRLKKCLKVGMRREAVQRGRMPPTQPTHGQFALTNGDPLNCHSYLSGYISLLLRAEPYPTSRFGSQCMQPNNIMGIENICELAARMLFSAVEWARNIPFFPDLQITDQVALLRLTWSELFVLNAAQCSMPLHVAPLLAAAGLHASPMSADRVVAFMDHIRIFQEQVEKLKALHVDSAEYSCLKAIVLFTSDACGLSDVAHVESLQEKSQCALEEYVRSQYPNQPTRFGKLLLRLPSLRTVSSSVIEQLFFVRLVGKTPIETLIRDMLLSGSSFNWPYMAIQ
TROY signal inh = inhibitors of TROY-driven NF-kB signaling, primary screen, Q293 LMP1-TROYcd cells, NF-kB luciferase, uHTS; Q293 LMP1-TROYcd NF-kB luciferase reporter, 4 h; inhibition, % at 10 µM; 360,000 compounds, 0.98% hits; AID 1347056, 2019;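 active = compounds whose plate-normalised and pattern-corrected inhibition of the luciferase reporter signal at the single screening dose is 50% or more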
NCOA2 inhibitor = inhibition of GAL4-SRC2 driven luciferase reporter, primary screen, SRC2 inhibitor project, cell-based, luminescence; AID 651957, 2012; HEK293 GAL4-SRC2 luciferase reporter; inhibition, % at 9 µM; Nuclear receptor coactivator 2 (Homo sapiens), Q15596; 370,000 compounds, 0.17% hits;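 active = inhibition above the mean inhibition of all tested compounds plus 3 SD, set per campaign, cut at about 52% in these data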;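 also: 0% = DMSO treated cells and 100% = cells given Gossypol at 36 µM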
NCOA3 inh = SRC3 coactivator transcriptional activity inhibitors, primary screen, cell-based, luminescence; Nuclear receptor coactivator 3 (Homo sapiens), Q9Y6Q9; HEK293 GAL4-SRC3 luciferase reporter; inhibition, % at 3.6 µM; 360,000 compounds, 0.17% hits; AID 588352, 2011;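 active = inhibition above a per-campaign cutoff, the mean of all compounds plus 3 SD, cut at about 60% in these data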;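 also: 0% = DMSO-treated cells and 100% = gossypol-treated cells at 36 µM; higher means less SRC3-driven luciferase light from the GAL4 reporter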
NCOA1 inh = SRC1 coactivator transcriptional activity inhibitors, primary screen, cell-based, luminescence; HEK293 GAL4-SRC1 luciferase reporter; inhibition, % at 3.6 µM; 360,000 compounds, 0.12% hits;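 active = inhibition above the campaign mean plus 3 SD, with each screening campaign given its own cutoff, cut at about 60% in these data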;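 also: 0% = DMSO treated cells and 100% = gossypol at 36 µM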
KKLEB cytotox = cytotoxicity in KKLEB CF airway cells, primary screen, cytotoxicity control for CF NF-kB inhibitor project, cell-based, uHTS, fluorescence assay plates; 360,000 compounds, 0.36% hits; KKLEB CF airway cells viability, ATPlite luminescence, overnight; stronger effect = lower value; cells stimulated with P. aeruginosa culture filtrate; activity change (cytotoxicity), % at 5 µM;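 active = corrected activity change at or below -50% at 5 µM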
LMP1 NFkB inh = EBV LMP1-driven NF-kappaB luciferase reporter inhibitors, primary screen, cell-based, luminescence, single point; LMP1-induced NF-kappaB luciferase reporter cells; inhibition, % at 12.5 µM; 350,000 compounds, 0.69% hits; AID 504558, 2011; in the data active = inhibition above about 41%;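 also: 0% = neutral control wells and 100% = reference inhibitor control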
C8 TRAIL sens = viability loss with TRAIL in NB7+C8 cells, primary screen, TRAIL sensitizer project, cell-based, ATPlite luminescence; inhibition (viability loss, TRAIL sensitization), % at 10 µM; 360,000 compounds, 1% hits; AID 624354, 2012;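 active = compounds causing at least 50% loss of cell viability in the single-dose screen, relative to plate controls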
* hit, by the source's call; . = not tested or not shown.

SMILES	CF NFkB block	TWEAK Fn14 block	LRH-1 inv ag	COUP-TFII inh	TROY signal inh	NCOA2 inhibitor	NCOA3 inh	NCOA1 inh	KKLEB cytotox	LMP1 NFkB inh	C8 TRAIL sens
CCCCn1c(SCC(=O)Nc2cccc(OC)c2)nc2ccc(N3CCOCC3)cc2c1=O	-23	32	-12	4	62*	-9	-8	-21	15	-4	-15
NC(=O)CN(c1ccccc1)C1SC(=O)N(Cc2ccccc2)C1=O (stereo unspecified)	-1	12	8	-3	12	4	6	-14	6	3	-2
Cc1nn(CC(=O)Nc2ccc3c(c2)CCC3)c(C)c1[N+](=O)[O-]	-31	1	-15	-4	-17	5	9	-7	17	-2	-13
CCN(CC)Cc1csc(C(N)=O)c1	-3	-5	-8	11	6	-3	-7	-6	17	2	-4
O[C@H]1C[C@H](c2ccc(Cl)cc2)N(Cc2cccs2)C[C@@H]1n1cc(C2CC2)nn1	0	-12	-36	-16	-31	-42	-18	-5	-15	2	6
CC(=O)Nc1ccc(-c2ccnc3c2CC(C)(C(=O)Nc2ccc(C(C)C)cc2)O3)cc1 (stereo unspecified)	-102	-93	7	22	1	-5	-9	-60	-6	.	7
CN(CC(=O)NCc1ccccc1F)S(=O)(=O)c1ccc(Cl)cc1	-8	8	7	-7	-4	-30	-8	2	5	-7	8
CC(C)(C)c1ccc(C(=O)N2CCCN(C(=O)c3ccc(C(C)(C)C)cc3)CC2)cc1	-5	20	9	-3	3	4	-1	-4	9	7	8
Cc1nnc2n(-c3ccccc3)c(=O)c3c4c(sc3n12)COC(C(C)C)C4 (stereo unspecified)	0	18	13	14	-11	0	8	-10	10	-2	-15
CC(C)N(C(=O)Cn1c(-c2cccnc2)ccc(C#N)c1=O)C(C)C	-3	-11	12	9	11	-19	5	14	-4	-5	3
CCS(=O)(=O)N1Cc2ccccc2CC1C(=O)NC(C)C12CC3CC(CC(C3)C1)C2 (stereo unspecified)	14	-3	0	-5	-4	0	-5	11	-12	13	4
Cc1cc(=O)oc2cc(OCC(=O)c3ccccc3)ccc12	-14	-17	15	-10	-7	-12	-7	-1	15	8	-7
Cc1ccc(S(=O)(=O)NC(=O)N2CCCC(C)(C)C2)cc1	0	1	-8	-6	0	-3	27	-1	-5	-12	-19
Cc1cnc(NC(=O)CSc2nc3ccccc3c(=O)[nH]2)s1	4	10	6	-2	-14	-16	4	-3	-8	-4	-12
CCNC(=O)C1(C)CCCN(C(=O)c2ccccc2Br)C1 (stereo unspecified)	-19	-11	-32	-10	-11	8	-1	-15	5	.	-3

Arranged by length of the SMILES (highest first): some entries from above
SMILES	CF NFkB block	TWEAK Fn14 block	LRH-1 inv ag	COUP-TFII inh	TROY signal inh	NCOA2 inhibitor	NCOA3 inh	NCOA1 inh	KKLEB cytotox	LMP1 NFkB inh	C8 TRAIL sens
Cc1nnc2n(-c3ccccc3)c(=O)c3c4c(sc3n12)COC(C(C)C)C4 (stereo unspecified)	0	18	13	14	-11	0	8	-10	10	-2	-15
NC(=O)CN(c1ccccc1)C1SC(=O)N(Cc2ccccc2)C1=O (stereo unspecified)	-1	12	8	-3	12	4	6	-14	6	3	-2
Cc1ccc(S(=O)(=O)NC(=O)N2CCCC(C)(C)C2)cc1	0	1	-8	-6	0	-3	27	-1	-5	-12	-19

Later entries.
SMILES	CF NFkB block	TWEAK Fn14 block	LRH-1 inv ag	COUP-TFII inh	TROY signal inh	NCOA2 inhibitor	NCOA3 inh	NCOA1 inh	KKLEB cytotox	LMP1 NFkB inh	C8 TRAIL sens
COc1ccccc1OCc1cc(-c2ccccc2)no1	20	-32	-131	-46	-76	-90	-70	-99	7	-60	6
Cc1ccc(S(=O)(=O)N(C)C)cc1NC(=O)CSc1ncc(C(F)(F)F)cc1Cl	-8	1	-17	14	11	-2	17	5	7	1	-2
Cc1ccc(C(=O)C2=C(O)C(=O)N(CCCN(C)C)C23C(=O)N(C)c2ccccc23)o1 (stereo unspecified)	-12	-14	3	5	-4	-8	-19	6	10	9	1
Nc1c(N2CCOCC2)cc(Cl)c2nonc12	10	-2	5	-17	-18	6	4	-12	-16	-1	-3
CN(C)/C=C/C(=O)c1ncc(C(F)(F)F)cc1Cl	-2	0	5	-1	5	-3	5	1	10	-1	4
O=C1C=C(c2cccc(Cl)c2O)C[C@@H](c2ccc3c(c2)OCO3)C1	24	-20	12	8	16	0	10	-9	-11	-15	3
Cc1ccc(CNC(=O)C2CCCN2S(=O)(=O)c2ccc(F)cc2)cc1 (stereo unspecified)	8	5	0	12	-3	9	-3	-19	-4	1	5
NNC(=S)NC1CCCCC1	2	8	-10	-6	21	-14	9	-42	4	-4	0
CCc1noc(C)c1C(=O)Nc1ccc(-c2nnc3n2CCCCC3)cc1	9	8	-5	7	-5	-18	16	-7	-1	2	28
CCCCc1ncc(CN2CCC(CC3CCCCO3)(C(=O)OCC)CC2)[nH]1 (stereo unspecified)	-3	1	2	7	-7	2	6	-33	4	-8	0
Cc1ccc(OCC(=O)N(C)C2CCCCC2)c([N+](=O)[O-])n1	19	-11	14	-8	-8	-11	7	-3	-8	-1	-4
Cc1nc(NC(=O)C(C)(C)C)sc1-c1nc(N)sc1-n1cc(-c2ccccc2)nn1	.	14	-38	5	-11	-18	.	.	.	.	5
CCCC(NS(=O)(=O)c1ccc(Br)cc1)C(=O)O (stereo unspecified)	3	-2	7	5	-7	-26	-16	-17	-9	-2	-11
CC(=O)Nc1ccc(OCC(O)CN2CCN(c3ccc(F)cc3)CC2)cc1 (stereo unspecified)	-3	11	18	5	2	3	6	15	-2	-3	-9
COc1ccc(C(C)(C)C)cc1NC(=O)CCCN1C(=O)NC(C)(C)C1=O	-3	1	-17	-6	11	-5	10	-22	10	-1	-12
CCOC(=O)CN(C)C(=O)CCc1nnc(-c2ccsc2)o1	11	-15	-10	-5	-39	-30	4	-10	13	-12	-11
O=C(COC(=O)c1ccc(F)cc1Cl)NC(=O)NC1CCCC1	-7	-25	4	4	10	11	-9	-9	-9	4	7
c1nc(N2CCOCC2)c2c3c(sc2n1)CCCC3	55*	1	6	-4	21	12	23	13	-23	18	11
COc1ccc(-c2coc3c(C(=O)NCc4ccc(OC)c(OC)c4)cccc23)c(C)c1	19	63*	62	79*	44	14	18	28	-15	.	8
O=C(O)C1CC=CCC1C(=O)NCCCCc1ccccc1 (stereo unspecified)	0	-25	4	1	-6	-3	6	15	3	1	-5
Nc1c(C(=O)NCc2ccccc2)nnn1Cc1cccc(Cl)c1	-9	13	17	13	-4	-9	7	5	-24	13	12
O=[N+]([O-])c1ccc(-n2nnnc2-c2ccccc2)c([N+](=O)[O-])c1	68*	87*	-10	-4	17	23	-9	-5	-23	-13	9
COc1ccc(NC(=O)c2cc(Cl)ccc2Cl)c([N+](=O)[O-])c1	-11	-21	-13	7	-31	-11	1	6	4	0	-2
COc1ccc(C2CC(=O)Oc3c(C(CCN4CCCCC4)c4ccc(N(C)C)cc4)c(OC)cc(OC)c32)cc1 (stereo unspecified)	0	22	-2	-9	8	16	5	-13	-5	0	-5
CC(=O)c1ccc(N2CCN(CN3C(=O)CC4(CCCC4)C3=O)CC2)c(F)c1	-14	-5	-1	8	16	11	-1	-7	12	-5	-4
CC1(C)C2CCC(C2)C1(C)NC(=O)CNCc1cccs1 (stereo unspecified)	-11	11	-12	6	-1	-17	8	11	-6	7	8
Cc1ccccc1OCC(=O)OC1CCN(C)CC1	7	17	-3	3	34	15	-2	-11	-7	-10	2
N/C(=N\OC(=O)CCCOc1ccccc1)c1ccc(Br)cc1	5	-1	11	2	26	-10	5	-5	-1	1	-8
COc1cccc(NC(=O)c2ccccc2-c2nc(-c3ccc(F)cc3)no2)c1	-11	29	-7	.	-19	.	12	6	-2	-2	-31
CCCC(=O)Nc1cc(OC)c(NC(=S)Nc2cccc(C)c2)cc1OC	7	-6	7	7	-20	21	10	-4	3	5	-1
Cc1cc(C)cc(NC(=O)C[n+]2ccccc2)c1	4	-4	5	13	-4	-17	8	19	6	-7	-1
Cc1ccc(S(=O)(=O)N2C[C@H]3[C@H]4C(=O)N(c5ccccc5)C(=O)[C@H]4C[C@H](OC(=O)NCc4ccccc4)[C@@]3(O)C2)cc1	10	-9	22	-7	-9	10	-10	-6	9	-9	19
Cc1cccc(NC(=O)c2sc3nc(N)c(C#N)cc3c2N)c1	-19	-1	-73	-51	-49	-36	-82	-55	6	-18	-7
CN(CCNC(=O)C1CC(=O)N(C2CCCC2)C1)Cc1ccccc1 (stereo unspecified)	19	12	30	9	-1	11	3	-26	-6	-5	-5
O=C(CSc1c(F)c(F)cc(F)c1F)Nc1ccc(C2SCCS2)cc1	5	-16	18	5	-16	-33	14	-2	1	-13	5
Cc1n[nH]c(=O)c2c(NC(=O)CSc3c(Cl)cccc3Cl)oc(C)c12	13	4	16	-3	-4	20	10	2	2	-18	-1
COc1ccc(C(=O)c2ccccc2)cc1	16	0	6	-7	-21	-10	-4	-7	-9	5	3
O=C(CC1SC(=NCCc2ccccc2)N(/N=C/c2cccs2)C1=O)Nc1ccc(Cl)cc1 (stereo unspecified)	-2	4	-30	-23	-52	23	1	-18	-14	-1	-3
C=C(C)C1CC=C(C)/C(=N/NC(=O)CCC(=O)Nc2ccccc2Cl)C1 (stereo unspecified)	6	17	-10	-4	-5	-17	-4	10	-4	-2	10
CCN(CC)c1ccc(NC(=S)NC(=O)c2cccs2)cc1	-6	-2	-134	-24	-9	-51	-74	-73	-7	-24	18
C=CCNC(=O)/C(C#N)=C/c1c(N2CC(C)OC(C)C2)nc2ccccn2c1=O (stereo unspecified)	0	8	13	2	20	-8	26	10	4	-3	-5
O=[N+]([O-])c1ccc(C2=Nn3cnnc3SC2)cc1	12	-4	13	-1	-12	-8	10	19	-10	34	10
COc1ccccc1NCc1nnc(SCC(=O)N/N=C/c2ccco2)n1-c1ccc(Cl)cc1Cl	-12	1	4	-7	4	7	5	-11	6	2	-9
COc1ccc(C(=O)NCCCN(C)CCCNC(=O)c2ccc(OC)cc2)cc1	-16	11	-3	4	7	11	7	10	5	4	-12
N#Cc1ccccc1NC(=O)CNc1ccc(Cl)c(C(F)(F)F)c1	17	-2	22	-9	10	17	9	7	-12	-5	-1
CN(C)C(=O)COC(=O)c1ccc(S(=O)(=O)NCc2ccco2)cc1	-2	-9	17	-21	0	-27	-13	8	13	5	-27
COc1cccc(C(=O)O/N=C(\N)c2ccncc2)c1	-20	-1	-135	-30	-40	-96	-44	-77	6	2	53*
COC(=O)c1cc(NC(=O)CC2C(=O)NCCN2C(=O)c2ccccc2)cc(C(=O)OC)c1 (stereo unspecified)	0	-5	-19	9	-15	-10	-27	-3	0	-9	-10
